FH mod: Identification of activators of human fumarate hydratase by quantitative high-throughput screening | Fumarate hydratase, mitochondrial (Homo sapiens), P07954 | FH coupled MDH/diaphorase resazurin fluorescence, 15 min | Potency, µM (titrated, usually from 79.9 µM), inactives show top-dose activity change, negative = inhibition, most hits filed as inhibitors | 54,000 compounds, 0.22% hits; further: potency means the concentration at half of the fitted maximal effect; on the % scale 0 is the no-effect control and ±100 the full control effect; the screen sought activators but most active calls are inhibition curves; nearly all actives have a fitted effect of over 45% in size
p53null 39C kill: p53 null cell cytotoxicity, nonpermissive temperature | H1299 p53-null (neo) cells, 39C, ATPlite viability, 24 h | Potency, µM (doses to about 46.1 µM), without a hit: at the highest dose activity, negative = cell killing, hits mostly cytotoxic | 55,000 compounds, 0.97% hits | AID 904;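 further: potency means the concentration at half of the fitted maximal effect; 0% = DMSO only and -100% = full killing by 100 µM tamoxifen; nearly all actives have a fitted effect of over 50% in size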
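Following overnight plating at 37C (600 cells/well), H1299-neo or H1299-p53A138V cells are dosed up to 46 uM. Incubation lasts 24 hr at 39C before ATP detection.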
NTMT1 inhibitor: blocks human N-terminal methyltransferase 1 activity. Q9BV86. NTMT1 MTase-Glo SAH luminescence, purified enzyme. Potency, µM (titrated, usually from 114 µM), without a hit: top-dose activity change, negative = inhibition, hits mostly inhibitors. AID 1645870. 59,000 compounds, 2.5% hits;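 further: potency means the concentration at half of the fitted maximal effect; plate controls were DMSO vehicle for no effect and no enzyme for full effect; nearly all actives have a fitted effect of over 65% in size; many of its hits are not listed in these tables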
Target sequence (Q9BV86 whole entry, looked up): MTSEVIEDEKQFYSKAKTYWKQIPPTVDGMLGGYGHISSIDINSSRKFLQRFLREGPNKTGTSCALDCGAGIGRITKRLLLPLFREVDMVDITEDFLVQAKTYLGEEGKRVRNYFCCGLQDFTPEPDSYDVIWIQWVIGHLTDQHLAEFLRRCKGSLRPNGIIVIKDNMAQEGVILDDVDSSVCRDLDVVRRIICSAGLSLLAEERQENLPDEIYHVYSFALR
GALK inhibitor: inhibitors of human galactokinase (GALK). recombinant GALK, Kinase-Glo ATP luminescence, 1 h. 44,000 tested, under 10 active. Potency, µM (highest dose often 57.5 µM), for the others: at the highest dose activity, negative = inhibition, hits mostly inhibitors. P51570;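 further: plate controls were full GALK reaction for no effect and reaction lacking GALK for full effect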
Target sequence (P51570 whole entry, looked up): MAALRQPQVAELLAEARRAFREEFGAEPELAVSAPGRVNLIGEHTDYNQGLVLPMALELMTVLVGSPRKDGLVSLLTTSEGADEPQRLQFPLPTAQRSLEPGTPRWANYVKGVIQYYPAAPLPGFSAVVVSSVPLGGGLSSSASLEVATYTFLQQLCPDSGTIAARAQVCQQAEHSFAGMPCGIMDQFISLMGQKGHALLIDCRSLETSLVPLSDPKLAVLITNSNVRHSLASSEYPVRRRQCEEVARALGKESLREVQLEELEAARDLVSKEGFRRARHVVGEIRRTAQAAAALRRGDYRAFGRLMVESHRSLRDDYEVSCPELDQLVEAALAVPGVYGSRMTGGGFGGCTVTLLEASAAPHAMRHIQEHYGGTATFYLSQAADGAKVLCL
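Human GALK (5 nM) was incubated with 35 uM ATP and 100 uM galactose in 20 mM HEPES pH 8.0 with MgCl2, NaCl, DTT and BSA for 1 h at room temperature. Remaining ATP was measured by Kinase-Glo Plus luminescence.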
TSG101-PTAP inh: blocks PTAP binding to human TSG101, validation. Q99816. Fluorescence polarization, FITC-PTAP peptide/Tsg101, 20 min. Potency, µM (highest dose often 115 µM), without a hit: at the highest dose activity change, negative = inhibition, usual class: inhibitors. 44,000 tested, under 10 active. AID 1347069; further: potency means the concentration at half of the fitted maximal effect; 0% is about no effect
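Steps: Tsg101 binding domain (10 uM final) in HEPES pH 7.5/NaCl/Tween 20/EDTA/TCEP; add compound; add FITC-PTAP peptide (50 nM final); incubate 20 min r.t.; read polarization.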
B2AR arrestin ag: agonists recruiting beta-arrestin to human beta2-adrenergic receptor; P07550; HTLA Tango cells, beta-arrestin recruitment, luciferase luminescence, 18 h; Potency, µM (top dose mostly 46.1 µM), for the others: top-dose activation, hits mostly activators; 44,000 tested, under 10 active;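 further: potency means the concentration at half of the fitted maximal effect; 0% = DMSO and full agonism = EC100 isoproterenol or metaproterenol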
Target sequence (P07550 whole entry, looked up): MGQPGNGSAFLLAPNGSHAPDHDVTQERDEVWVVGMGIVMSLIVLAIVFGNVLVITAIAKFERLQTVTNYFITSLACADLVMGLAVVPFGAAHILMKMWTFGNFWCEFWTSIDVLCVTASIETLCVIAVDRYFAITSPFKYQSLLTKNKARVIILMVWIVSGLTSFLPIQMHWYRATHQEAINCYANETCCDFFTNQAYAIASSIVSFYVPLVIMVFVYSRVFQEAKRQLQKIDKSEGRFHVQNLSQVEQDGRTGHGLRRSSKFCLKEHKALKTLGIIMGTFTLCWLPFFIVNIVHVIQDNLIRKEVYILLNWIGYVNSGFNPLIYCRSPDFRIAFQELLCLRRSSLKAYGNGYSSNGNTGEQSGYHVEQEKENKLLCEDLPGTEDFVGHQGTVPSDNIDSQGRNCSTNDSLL
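First, Tango cells carrying beta2-AR and beta-arrestin fusions received compound up to 46 microM. After 18 hr at 37 degrees C, luciferase substrate was added for 15 minutes, then luminescence gave %Activity for curve fitting.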
p53null 32C kill: selectivity test: cytotoxicity in p53 null cells, permissive temperature. H1299-neo p53 null cells, ATP luminescence, 24 h, 32C. Potency, µM (doses to about 46.1 µM), for the others: at the highest dose activity change, negative = cytotoxicity, usual class: cytotoxic. 55,000 compounds, 0.62% hits. AID 903;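 further: potency means the concentration at half of the fitted maximal effect; 0% = DMSO only and -100% = full killing by 100 µM tamoxifen; nearly all actives have a fitted effect of over 55% in size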
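We seeded p53-null H1299-neo cells, incubated them overnight at 37C, and added compounds across a range up to 46 uM. After 24 hours at 32C, ATP reagent was applied for 20 min at room temperature and luminescence recorded.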
* hit, by the source's call; u = inconclusive; x = not tested or not shown; [ ] = another dose, or the depositor's remark. The call rests on the fitted dose curve; in most records, active means well fitted curve in the direction sought with a large enough effect; inconclusive means small, poorly fitted or top-dose-only effect, or another doubt; inactive means no such curve, though single readings can be large; an effect the other way counts as inactive or inconclusive. The list is partial, so the mix of outcomes need not match the whole.

item | mol | FH mod | p53null 39C kill | NTMT1 inhibitor | GALK inhibitor | TSG101-PTAP inh | B2AR arrestin ag | p53null 32C kill
1 | COc1ccc(-c2nc(Cn3c(SCc4cccc(F)c4)nc4cccnc43)c(C)o2)cc1 | -29.1% | -7.9% | -3.1% | 2.4% | -3.7% | 2.3% | 23.5%
2 | CCOc1ccc(CNC(=O)CCS(=O)(=O)c2ccc3c(c2)oc(=O)n3C)cc1 | u | -9.7% | 2.5% | -0.3% | 0.1% | 0.0% | -3.8%
3 | COc1cccc(-n2c(=O)c3c(C)c(C(=O)N(C)C)sc3n(Cc3ccc(F)cc3Cl)c2=O)c1 | -8.8% | 23.8% | 8.5% | -3.7% | -1.4% | -2.3% | 4.1%
4 | O=C(Cn1c(=O)nc(-c2ccccc2)c2cc(Cl)ccc21)N1CCN(c2ccccc2F)CC1 | -1.9% | 9.6% | -4.5% | 0.6% | -4.0% | 0.2% | 4.2%
5 | COCCN1CN=C(NS(=O)(=O)c2ccc(C)cc2)NC1 | 5.6% | -18.3% | 19.8% | 0.0% | -3.2% | -0.8% | 14.4%
6 | COc1ccccc1Nc1c2c(nc3ccc(NC(=O)/C=C/c4cccc(OC)c4OC)cc13)CCCC2 | -19.6% | u | 10.4% | -4.2% | -5.3% | 0.1% | -9.9%
7 | Cc1ccc(-c2sc(C(=O)Nc3ccc(Br)cc3)cc2CC(=O)O)cc1 | -14.6% | u | 2.0% | 0.0% | -11.0% | 6.6% | 7.2%
8 | CCOC(=O)c1oc2c(c1C)-c1nn(Cc3ccccc3Cl)cc1CC2 | 11.9% | 24.5% | 15.2% | -2.2% | 1.6% | -0.7% | 7.6%
9 | COc1cccc(CNC(=O)CN2C(=O)CCn3nc(-c4cn(C)c5ccccc45)cc32)c1OC | -2.0% | -0.7% | u | 4.8% | 0.0% | -0.3% | 1.4%
10 | O=c1c(S(=O)(=O)c2ccccc2)cn(Cc2ccc(F)cc2)c2cc(N3CCCC3)c(F)cc12 | 5.4% | 11.2% | -16.4% | 4.5% | -4.2% | 0.4% | 2.2%
11 | Cc1nc2ncnn2c(C)c1CCC(=O)NCc1ccc(Cl)cc1 | -5.7% | 0.2% | 4.2% | 0.2% | 2.0% | -1.7% | -4.6%
12 | Fc1ccc(Nc2nc(-c3cccc(Cl)c3)c3c(n2)-c2ccccc2OC3)cc1 | -11.2% | -17.8% | 5.1% | 3.8% | 2.5% | -3.2% | -2.6%

A few values from the list:
O=C(Cn1c(=O)nc(-c2ccccc2)c2cc(Cl)ccc21)N1CCN(c2ccccc2F)CC1 in FH mod: -1.9%
O=c1c(S(=O)(=O)c2ccccc2)cn(Cc2ccc(F)cc2)c2cc(N3CCCC3)c(F)cc12 in TSG101-PTAP inh: -4.2%
Fc1ccc(Nc2nc(-c3cccc(Cl)c3)c3c(n2)-c2ccccc2OC3)cc1 in TSG101-PTAP inh: 2.5%

More compounds
item | mol | FH mod | p53null 39C kill | NTMT1 inhibitor | GALK inhibitor | TSG101-PTAP inh | B2AR arrestin ag | p53null 32C kill
13 | CC(=O)N1CCc2cc(CNC(=O)Nc3ccc(Br)c(C)c3)ccc21 | 5.2% | -14.2% | 7.3% | 2.1% | 0.6% | -0.9% | -6.5%
14 | Cc1ccc(-n2nnnc2CNC(=O)c2ccccc2)cc1C | -17.8% | 15.0% | 10.0% | -1.7% | -1.5% | -0.6% | 1.7%
15 | CCCN(C(=O)c1cn(C)c(=O)c2cc(OC)c(OC)cc12)c1ccc(CC)cc1 | -2.0% | -0.7% | 11.1% | 0.2% | 2.2% | 1.2% | 4.2%
16 | CCOC(=O)COc1ccc(/C=C(\C#N)c2nc3ccc(C)cc3[nH]2)cc1OC | -1.1% | u | -7.6% | 7.7% | 0.1% | 0.4% | u
17 | Cc1cc(Nc2ccccc2Cl)n2nc(-c3ccco3)nc2n1 | -1.4% | -8.1% | 1.8% | -2.5% | -2.9% | 0.9% | -5.4%
18 | Cc1ccc(N=C2NC(=O)CC(C(=O)Nc3cc(C(F)(F)F)ccc3Cl)S2)cc1 (centres undefined) | 3.3% | u | 8.2% | -0.1% | -5.3% | 0.2% | -20.5%
19 | O=C(Nc1cccc(C(F)(F)F)c1)c1cc2nc(-c3ccc4c(c3)OCO4)cc(C(F)(F)F)n2n1 | -0.3% | x | 4.4% | -1.1% | -0.6% | -0.4% | x
20 | CCOc1ccc(CNC(=O)c2sc3ncnc(N(C)C4CCCCC4)c3c2C)cc1 | -7.1% | -4.2% | 2.7% | 2.4% | -0.4% | -1.8% | 17.7%
21 | CC(C)c1ccc(NC(=O)CSC2=Nc3ccccc3C3=NC(CCC(=O)NC4CCCCC4)C(=O)N23)cc1 (centres undefined) | -28.9% | 21.6% | 7.7% | -5.1% | -2.1% | -2.7% | 0.4%
22 | COc1cccc(CNC(=O)CCn2c(=O)c3cccn3c3ccc(F)cc32)c1OC | -3.3% | 133.4%[activator] | u | -0.2% | -1.1% | -0.8% | 13.1%
23 | CCCCOC(=O)c1ccc(NS(=O)(=O)c2c(C)nc3scc(C)n3c2=O)cc1 | x | 12.3% | x | 1.0% | -15.9% | -2.3% | 31.5%[activator]
24 | COc1cccc2[nH]c(C(=O)NCc3ccc4c(c3)CCN4C(=O)c3ccc(F)cc3)cc12 | -24.4% | 11.0% | -0.5% | 1.9% | -3.7% | -2.0% | 22.7%
25 | Cc1oc2c(c1C(=O)NCc1cccc(Br)c1)C1=NCCN1C=N2 | -30.4% | -5.8% | -0.4% | 0.2% | -1.4% | -1.0% | -8.5%
26 | Cc1cc(C)cc(NC(=O)CC(C)n2nc(C)cc2C)c1 (centres undefined) | 6.2% | -0.1% | 0.6% | 0.3% | -5.7% | -0.9% | -9.8%
27 | COc1cccc(NC(=O)CCc2nnc3n(CC(C)C)c(=O)c4ccccc4n23)c1 | 2.7% | -4.9% | 5.5% | 0.6% | 1.3% | 1.0% | 1.6%
28 | Cc1ccc2c(c1)-c1nc(-c3ccc(Cl)cc3)cc(-c3coc4ccccc4c3=O)c1CO2 | 4.3% | x | -2.0% | -0.6% | -6.4% | 0.2% | x
29 | Cc1ccc(-c2onc(C)c2C)cc1S(=O)(=O)NCc1ccco1 | -16.0% | 4.9% | -23.1% | 0.2% | -9.6% | -0.3% | 3.6%
30 | O=C(Nc1cc(F)ccc1F)c1ccc2c(c1)nnn2C1CCCC1 | 1.5% | 0.7% | 6.4% | -0.1% | -1.3% | 11.5% | -3.9%
31 | CCc1ccc(OCC(=O)Nc2ccc(-c3nc4ncccc4o3)cc2)cc1 | -8.8% | 24.5% | -5.0% | 2.8% | 6.9% | 0.7% | -3.7%
32 | CC(C)CC(=O)Nc1c(C(=O)N2CCN(c3ccccc3F)CC2)oc2ccccc12 | -7.9% | 20.1% | -1.6% | 0.5% | -3.1% | -1.9% | 3.4%
33 | CCOc1ccc(-c2nc(CSCC(=O)NCc3ccc(C)cc3)c(C)o2)cc1 | -22.9% | 17.6% | 79.4µM* | 0.4% | 0.8% | 7.5% | -23.7%
34 | CCN1CCN(CCCNC(=O)Cn2c(-c3cccs3)cc3ccccc32)CC1 | -4.6% | -1.5% | -16.5% | -2.6% | 0.5% | -0.2% | 5.2%
35 | Cc1ccc(C(=O)Nc2c(-c3ccccc3)nc3ccccn23)cc1 | -3.1% | -8.1% | 9.4% | 5.3% | -1.9% | 0.8% | 0.3%
36 | CCOc1ccc(NC(=O)Cn2c(=O)n(CCCC(=O)NCCc3ccc(Cl)cc3)c(=O)c3ccccc32)cc1 | -6.2% | -1.0% | -11.6% | -0.1% | -3.8% | -0.8% | 6.9%
37 | CCOC(=O)C(C)Sc1nnc2ccc3ccccc3n12 (centres undefined) | -13.0% | -25.2% | -1.6% | 0.9% | -10.1% | -4.6% | -27.0%
38 | Cc1ccc(Cl)cc1NC(=O)CSc1nc2ccccc2c2nc(-c3ccccc3)nn12 | 1.4% | -1.9% | 13.7% | 0.2% | 2.1% | -2.7% | 2.8%
39 | COc1ccc(N2CCN(C(=O)COCc3cc(-c4ccc5c(c4)OCO5)on3)CC2)cc1 | -18.8% | -6.0% | -12.8% | 4.3% | -1.7% | -0.4% | 1.1%
40 | CCOC(=O)c1c(C)oc2ncnc(N3CCN(c4ccccc4F)CC3)c12 | 11.5% | 10.6% | -5.5% | -0.9% | 0.9% | -0.4% | 4.9%
41 | Cc1ccc(CNC(=O)Cn2ncc3c([nH]c4ccc(C)cc43)c2=O)cc1 | 5.0% | -18.5% | 19.2% | 2.6% | -3.1% | -0.1% | 6.9%
42 | COc1ccc2c(c1)c1c(c(=O)n(-c3cccc(C)c3)c(=O)n1CC(=O)NCCC1=CCCCC1)n2C | -0.4% | -24.6% | -2.9% | 4.5% | -1.4% | 0.9% | -0.8%
43 | O=C1c2oc3ccc(F)cc3c(=O)c2C(c2cccc([N+](=O)[O-])c2)N1CCCN1CCOCC1 (centres undefined) | 2.3% | 14.8% | 1.7% | u | -3.1% | -3.5% | -5.8%
44 | CCc1ccc(NC(=O)CN(c2ccc(OC)cc2)S(=O)(=O)c2c(C)[nH]c(=O)[nH]c2=O)cc1 | -0.9% | -11.7% | -3.3% | 8.4% | -7.6% | 1.0% | -13.1%
45 | CCOC(=O)c1c(NC(=O)c2cc(-c3ccc(OC)c(OC)c3)on2)sc(C)c1C | x | 3.8% | x | 0.3% | -6.2% | 0.3% | 2.1%
46 | Cc1nn(CCC(=O)Nc2cccc(C#N)c2)c(C)c1S(=O)(=O)N1CCCCC1 | 3.0% | -6.4% | -18.0% | 1.0% | -2.1% | -1.3% | -8.1%
47 | COc1ccc(-c2nc3scc(CCNS(=O)(=O)c4cccc(C(C)=O)c4)n3n2)cc1 | 1.1% | 1.6% | -3.9% | 1.5% | 0.6% | -2.9% | -11.3%
48 | Cc1ccc(NC(=O)c2ccc3c(=O)n4nc(Nc5ccccc5C)sc4nc3c2)cc1C | 1.9% | u | 15.8% | -1.8% | 0.3% | -1.1% | -22.7%

Some of the entries so far, in transposed form.
#39 COc1ccc(N2CCN(C(=O)COCc3cc(-c4ccc5c(c4)OCO5)on3)CC2)cc1
#40 CCOC(=O)c1c(C)oc2ncnc(N3CCN(c4ccccc4F)CC3)c12
#41 Cc1ccc(CNC(=O)Cn2ncc3c([nH]c4ccc(C)cc43)c2=O)cc1

Assay by compound | 39 | 40 | 41
FH mod | -18.8% | 11.5% | 5.0%
p53null 39C kill | -6.0% | 10.6% | -18.5%
NTMT1 inhibitor | -12.8% | -5.5% | 19.2%
GALK inhibitor | 4.3% | -0.9% | 2.6%
TSG101-PTAP inh | -1.7% | 0.9% | -3.1%
B2AR arrestin ag | -0.4% | -0.4% | -0.1%
p53null 32C kill | 1.1% | 4.9% | 6.9%
